JNK3 inh: JNK3 kinase activity inhibitors, primary screen, biochemical, human, purified enzyme. AID 746, 2007. Mitogen-activated protein kinase 10 (Homo sapiens), P53779. HTS. actives 0.61% (n = 60,000). inhibition, % at 8 µM; in the data active = inhibition above about 17%;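 also: 0% = DMSO and 100% = reference inhibitor; many of its hits are not listed in these tables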
Target sequence (P53779 whole entry, looked up): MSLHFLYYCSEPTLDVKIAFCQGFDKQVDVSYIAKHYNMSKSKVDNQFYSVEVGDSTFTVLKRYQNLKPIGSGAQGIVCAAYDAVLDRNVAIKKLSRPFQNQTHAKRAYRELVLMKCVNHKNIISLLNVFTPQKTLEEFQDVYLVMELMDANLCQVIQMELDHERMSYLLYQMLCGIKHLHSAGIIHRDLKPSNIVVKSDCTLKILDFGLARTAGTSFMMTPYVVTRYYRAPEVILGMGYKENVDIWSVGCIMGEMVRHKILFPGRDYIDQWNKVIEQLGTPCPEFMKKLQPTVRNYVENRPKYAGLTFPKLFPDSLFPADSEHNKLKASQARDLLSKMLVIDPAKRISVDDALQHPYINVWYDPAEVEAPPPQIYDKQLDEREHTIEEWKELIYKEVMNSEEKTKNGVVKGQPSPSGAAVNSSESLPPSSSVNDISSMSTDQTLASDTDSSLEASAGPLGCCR
ROCK2 inh: inhibitors of human ROCK2 kinase, primary screen, biochemical, high-throughput, luminescence; Rho-associated protein kinase 2 (Homo sapiens), O75116; purified ROCK2, Kinase-Glo ATP depletion luminescence; inhibition, % at 6 µM; actives 0.35% (n = 60,000); AID 604, 2007;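 active = inhibition above the screen-wide mean inhibition plus 3 SD, cut at about 18% in these data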;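 also: plate controls were DMSO wells for no effect and Y-27632 control wells after no-enzyme background subtraction for full effect; many of its hits are not listed in these tables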
CatB inh: human cathepsin B inhibitors, primary screen, biochemical, fluorogenic substrate; P07858; purified cathepsin B, fluorescence; inhibition, %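 (tested at 10 µM)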; actives 0.1% (n = 63,000); in the data active = inhibition above about 21%;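 also: 0% = enzyme with no compound and 100% = no enzyme blank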
RORA act: activators of orphan receptor RORA, primary screen, cell-based, luminescence; Nuclear receptor ROR-alpha (Homo sapiens), P35398; actives 1.5% (n = 65,000); activation, % at 10 µM; CHO-K1 Gal4-RORA LBD luciferase reporter; percent increase over mock-subtracted basal signal;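 active = activation above the mean of all tested compounds plus 3 SD, cut at about 49% in these data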;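 also: 0% = DMSO-treated RORA cells and 100% = added signal equal to DMSO minus mock-transfected cells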
Target sequence (P35398 whole entry, looked up, the tested form may be a part): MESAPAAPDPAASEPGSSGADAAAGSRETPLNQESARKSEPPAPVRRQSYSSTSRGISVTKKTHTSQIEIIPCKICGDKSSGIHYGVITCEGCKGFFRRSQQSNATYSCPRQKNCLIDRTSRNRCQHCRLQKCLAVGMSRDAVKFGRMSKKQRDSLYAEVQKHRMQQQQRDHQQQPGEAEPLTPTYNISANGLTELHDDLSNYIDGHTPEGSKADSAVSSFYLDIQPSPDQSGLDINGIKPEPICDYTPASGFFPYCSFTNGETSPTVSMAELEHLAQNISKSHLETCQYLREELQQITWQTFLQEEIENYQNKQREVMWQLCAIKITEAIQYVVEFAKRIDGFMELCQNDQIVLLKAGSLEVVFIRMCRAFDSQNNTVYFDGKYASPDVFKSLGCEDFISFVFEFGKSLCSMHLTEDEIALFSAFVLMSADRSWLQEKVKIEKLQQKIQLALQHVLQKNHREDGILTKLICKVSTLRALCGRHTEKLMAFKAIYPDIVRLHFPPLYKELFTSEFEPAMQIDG
PKA kinase inh: inhibitors of human PKA kinase activity, primary screen, biochemical, ATP-depletion luminescence, Kemptide substrate | PKA Kemptide phosphorylation, Kinase-Glo ATP luminescence | inhibition, % at 6 µM | actives 0.1% (n = 65,000);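 active = inhibition above the screen-wide mean inhibition plus 3 SD, cut at about 21% in these data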; also: many of its hits are not listed in these tables
CatB mix inh: cathepsin B inhibitors from pooled compounds, primary screen, biochemical, compound mixtures, AMC fluorescence | Purified cathepsin B, AMC dipeptide fluorescence | actives 0.06% (n = 62,000) | inhibition, %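 (ten-compound pools at 5 µM per compound and 50 µM total)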 | AID 488, 2006; in the data active = inhibition above about 22%, passing the limit was not always enough;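 also: 0% = enzyme without compound and 100% = no enzyme blank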
AP ELISA ortho: alternative complement pathway inhibitors, primary screen, biochemical, ELISA, human serum, orthogonally pooled compounds | actives 0.08% (n = 62,000) | inhibition, % at 5 µM | AID 1235, 2008 | LPS-coated ELISA, C3 deposition; tested in compound mixtures;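 active = inhibition above 30% in each of the two pooled mixtures holding the compound, so the lower value exceeds 30%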;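 also: 0% = serum in Mg-EGTA without compound and 100% = EDTA serum blank; some compounds past the cut are filed as inactive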
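Test system – human serum alternative complement pathway, C3 deposition on LPS-coated wells · Buffer or medium – diluted human serum in Mg2+-EGTA GVB++ · Compound dosing – 5 µM each compound, pools of ten, 50 µM per pool · Schedule – 1 h serum-compound exposure at 37 °C · Measured by – Anti-C3 ELISA, OD 450 nm · Read-out basis – percent inhibition of C3 deposition onto LPS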
CatS block: inhibitors of human cathepsin S, biochemical, compound mixtures. AID 501, 2006. actives 0.06% (n = 62,000). inhibition, %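 (tested at 5 µM per compound within 10-compound mixtures)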. recombinant cathepsin S, AMC dipeptide fluorescence, pooled mixtures. P25774; in the data active = inhibition above about 32%, passing the limit was not always enough;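 also: 0% = enzyme without compound and 100% = blank without enzyme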
Ec RNAP inh: E. coli RNAP inhibitors, biochemical | DNA-directed RNA polymerase subunit beta (Escherichia coli (strain K12)), P0A8V2 | E. coli RNA polymerase, fluorescence transcription assay | inhibition, %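 (tested at 10 µM)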 | actives 0.2% (n = 62,000) | AID 559, 2006; in the data active = inhibition above about 20%;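 also: 0% = enzyme without compound and 100% = no enzyme blank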
Numbers without * were called inactive; / = no result given. These rows are one share of the data, so the mix of outcomes need not match the whole.

A first look (three entries):
smiles	JNK3 inh	ROCK2 inh	CatB inh	RORA act	PKA kinase inh	CatB mix inh	AP ELISA ortho	CatS block	Ec RNAP inh
Cc1ccc(NC(=O)NCCN2C(=O)C3C4C=CC(C4)C3C2=O)cc1 (stereo not given)	-5	5	8	74*	2	6	9	15	10
CC(C)C(=O)N1CCN(CCN=CC2=C(O)CC(c3ccco3)CC2=O)CC1 (stereo not given)	-5	5	0	16	11	3	16	3	11
Fc1cnc(N2CCOCC2)nc1NCc1ccccc1	-1	0	-4	3	1	/	/	/	5

This part in full, from the start:
smiles	JNK3 inh	ROCK2 inh	CatB inh	RORA act	PKA kinase inh	CatB mix inh	AP ELISA ortho	CatS block	Ec RNAP inh
Cc1ccc(NC(=O)NCCN2C(=O)C3C4C=CC(C4)C3C2=O)cc1 (stereo not given)	-5	5	8	74*	2	6	9	15	10
CC(C)C(=O)N1CCN(CCN=CC2=C(O)CC(c3ccco3)CC2=O)CC1 (stereo not given)	-5	5	0	16	11	3	16	3	11
Fc1cnc(N2CCOCC2)nc1NCc1ccccc1	-1	0	-4	3	1	/	/	/	5
CCNC(=O)CSc1nc2ccccc2c(=O)n1OC	7	3	-2	3	8	6	20	4	5
Cc1ccc(Cn2ccc(NC(=O)c3cc(CC(C)C)on3)n2)cc1	-3	1	4	-13	1	5	5	16	6
CC(C)(C)NC(=O)C1CN(S(=O)(=O)c2ccccc2)CCN1S(=O)(=O)c1ccccc1 (stereo not given)	1	6	6	1	11	3	12	-6	7
Cc1noc(C)c1COc1cccc(C(=O)OCCOc2ccc(F)cc2)c1	-5	-5	2	16	2	6	4	9	5
Cc1[nH]nc2c1C(c1cccc(OC(=O)N3CCOCC3)c1)C(C#N)=C(N)O2 (stereo not given)	0	1	5	-22	1	6	18	-2	4
CCn1cc(C(=O)NCCCN2CC(C)CC(C)C2)c(=O)c2cc(S(=O)(=O)N(C)C)ccc21 (stereo not given)	-3	6	3	30	8	2	13	5	10
N#CC1=C2SCN(Cc3ccco3)CN2C(=O)CC1c1cccc2ccccc12 (stereo not given)	4	10	2	-18	2	4	15	-1	6
Cc1ccc2nc3c(cc(C#N)c(=O)n3CC3CCCO3)c(=O)n2c1 (stereo not given)	-7	-6	-22	-9	-7	-25	7	-17	-41
COc1cccc(-c2cc(C(=O)Nn3cnnc3)c3ccccc3n2)c1	-8	0	3	-13	-3	2	4	9	9
CCOc1ccccc1CN1C(=O)NC(C)(c2ccccc2)C1=O (stereo not given)	3	6	-2	9	2	7	14	-3	5
O=C(CN1C(=O)CCS(=O)(=O)c2ccccc21)Nc1ccc2c(c1)OCCO2	/	/	2	-6	-2	-1	5	-7	5
Cc1ccc2c(c1)N(CCC(=O)NCCN1CCOCC1)C(=O)CO2	8	9	-1	-18	10	0	4	4	6
COC(=O)CSc1nnc(-c2ccoc2C)n1-c1ccc(C)cc1	4	5	0	12	1	-2	-5	-5	4
COc1cccc(NC(=O)CCS(=O)(=O)c2cccs2)c1	0	-4	-6	25	-3	5	20	-1	4
CS(=O)(=O)N(CC(=O)N1CCCCC1)C1CCCCC1	4	7	2	-22	9	3	6	5	10
CCOC(=O)c1c(C)n(C)c2cc(OCCN(CC)CC)ccc12	3	6	3	-10	3	2	16	-5	-3
CCOc1ccccc1OCc1nn2c(COc3ccccc3)nnc2s1	-13	-1	0	12	-2	-7	28	-12	-4
N[C@@]12CCc3nonc3[C@]1(O)CC(c1ccccc1)=[N+]2[O-]	4	4	4	2	9	-4	2	5	9
CCNc1nc(N)c(C(=O)c2ccc(Cl)s2)s1	13	3	-2	50*	6	-4	31	-4	-6
COc1ccccc1CN1C(=O)CCC1(C)C(=O)NC1CCCCCC1 (stereo not given)	-7	2	2	1	7	5	-9	-7	-7
COc1ccc(-n2c(O)c(C=NC3CC3)c(=O)[nH]c2=O)cc1	-8	-2	-6	5	1	-2	-2	8	2
CCCC(c1nnnn1CC(=O)OCC)N(Cc1cc2c(C)cc(C)cc2[nH]c1=O)C1CCCC1 (stereo not given)	2	6	0	-8	10	8	14	-9	3
CCCCOc1ccc(CNn2c(C)nc3ccccc3c2=O)cc1	0	2	-4	1	4	7	18	1	8
COC(=O)c1cc2c(s1)-c1ccccc1OC2	4	3	-9	25	7	-4	20	-15	-33
CCOc1ccc2nc(NC(=O)C(NS(=O)(=O)c3cccs3)C(C)C)sc2c1 (stereo not given)	-6	-3	1	-15	-3	4	6	9	10
O=C(CSc1nnnn1-c1ccccc1)N1CCc2ccccc2C1	4	9	4	-2	12	-6	8	-1	7
CC(=O)CCc1c(C)c2cccc(C)c2[nH]c1=O	-1	4	3	-5	7	0	2	-1	9
CCCS(=O)(=O)N1CCCC(C(=O)N2CCN(c3ccccn3)CC2)C1 (stereo not given)	-7	2	3	5	2	-2	4	2	4
CS(=O)(=O)Nc1ccc2c3c(cccc13)CC2	1	3	5	1	8	1	2	9	-2
Cc1ccc(-c2noc(CCC(=O)NCc3ccc4c(c3)OCO4)n2)cc1	0	6	4	-25	5	0	11	-2	3
COc1ccccc1CNC(=O)c1ccc(S(=O)(=O)N(C)C)cc1	-1	0	-4	7	-6	-2	7	2	-4
C=CCN1C(=O)CC(C(=O)NC)SC1=Nc1ccc(C(=O)OCC)cc1 (stereo not given)	-5	1	1	35	0	3	15	9	12
CCCCNC(=O)c1cc2c(=O)n3cccc(C)c3nc2n1C	-2	3	6	-10	3	3	7	3	-1
COc1ccc2nc(-n3c(C)ccc3C)sc2c1	2	1	-1	8	3	2	5	-3	4
CCOc1ccccc1N(CC(=O)N1CCCCCC1)S(C)(=O)=O	5	6	5	2	9	3	8	-4	5
CCOC(=O)c1ccc2nc(NC(=O)c3ccco3)sc2c1	3	-2	/	-14	7	/	/	/	/
CCn1c(=O)cc(SCC(=O)N2CCN(C3CCCCC3)CC2)c2ccccc21	/	/	2	-15	-4	-4	3	-9	6
COc1ccc(-c2cc3ccccc3n2CC(O)CNC(CO)(CO)CO)cc1 (stereo not given)	-1	-2	3	-16	-1	19	17	4	6
COc1ccc(OC)c(C2=NOC(C(=O)Nc3cccnc3)C2)c1 (stereo not given)	1	3	-3	-11	4	5	5	1	9
COc1ccc(C(=O)O)cc1S(=O)(=O)N(C)CCc1cccnc1	-4	-1	-4	-3	1	-4	11	-5	-3
O=C(NCC1CC1)C1CCCN(S(=O)(=O)c2ccc(-n3cnnn3)cc2)C1 (stereo not given)	5	7	2	13	5	2	15	-7	9
CC(C)CCn1cnc2c(c1=O)c1nc3ccccc3nc1n2Cc1ccc2c(c1)OCO2	1	0	3	0	-4	-2	4	4	-4
CCCc1cc(=O)n2[nH]c(-c3ccccc3)cc2n1	6	6	/	52*	14	/	/	/	/
CCCCNC(=O)Nc1cc(C(=O)OC)ccc1C	-1	6	1	5	12	2	10	-10	7
O=C(NC1CCCCC1)N(Cc1ccc(F)cc1)Cc1nc2ccccc2c(=O)[nH]1	1	5	-3	-16	11	7	15	-9	1
O=C(Nc1nncs1)Oc1ccccc1	2	2	-4	-6	3	5	7	10	3
O=C(COC(=O)c1ccccn1)NCCCc1ccccc1	1	3	5	20	0	4	-1	10	/
CC1CCCCN1CCNS(=O)(=O)c1ccc2c(c1)oc(=O)n2C (stereo not given)	-5	2	-3	-21	11	5	14	-1	5
COc1ccc(-c2nc(CNS(=O)(=O)c3cc(OC)ccc3OC)cs2)cc1	-6	4	5	-2	-3	3	10	3	8
CN(Cc1cc2ccccc2[nH]c1=O)C(=O)C1CCCCC1	-1	1	0	-9	-2	3	3	8	6
CC(C(=O)Nc1ccc2c(c1)OCO2)N(c1ccc(Cl)cc1)S(C)(=O)=O (stereo not given)	5	-4	0	5	4	-3	-1	-6	-6
c1ccc(N2CCN(C3CCSC3)CC2)cc1 (stereo not given)	-5	7	-2	-23	9	0	-13	5	7
Fc1ccc(Br)cc1C1C=C(c2cccnc2)Nc2ncnn21 (stereo not given)	1	-1	-1	8	6	2	16	-2	-4
O=C(NCCN1C(=O)C2C3C=CC(C3)C2C1=O)Nc1cccnc1 (stereo not given)	3	-10	2	-17	-4	2	15	3	3
CC1=C(C(=O)OC(C)C)C(/C=C/c2ccccc2)NC(=O)N1 (stereo not given)	7	2	3	8	4	-3	13	-2	-3
CCCCc1nc(NCCNC(=O)c2ccco2)c(C#N)c2c1CSC(C)(C)C2	1	-3	2	10	2	6	-7	18	4
CCC(=O)NC(=Nc1nc2ccccc2s1)NC(=O)CC	0	3	7	49*	-4	-3	10	-2	1

Later entries.
smiles	JNK3 inh	ROCK2 inh	CatB inh	RORA act	PKA kinase inh	CatB mix inh	AP ELISA ortho	CatS block	Ec RNAP inh
O=C(c1cc2c(=O)oc3ccccc3c2s1)N1CCN(c2ncccn2)CC1	1	5	6	-5	2	5	7	10	7
CCOCCCNC(=O)c1c[nH]c2cc(C)ccc2c1=O	-2	0	1	18	7	-12	7	-14	4
CC(OC(=O)c1nn(C)c(=O)c2ccccc12)C(=O)NCc1ccc2c(c1)OCO2 (stereo not given)	-2	4	5	1	2	3	2	4	6
CCN(CC)S(=O)(=O)c1ccc(S(=O)(=O)Nc2ccc(C(=O)N3CCCC3)cc2)cc1	0	-7	2	-10	-4	-2	-18	2	/
CCCCSc1nsc(NC(C)=O)n1	2	3	-2	56*	12	-1	11	16	6
Cn1c(SC/C=C/c2ccccc2)nnc1-c1ccco1	-2	4	4	22	4	4	1	0	11
CC12CCC(C(=O)N3CCCc4ccccc43)(CC1=O)C2(C)C (stereo not given)	4	-9	3	-9	-6	15	9	-7	6
CCn1c(=N)n(CC(O)c2ccco2)c2ccccc21 (stereo not given)	-2	-5	0	-19	-6	-6	4	12	11
O=C(Cn1nc(Cc2cccnc2)c2ccccc2c1=O)NCC1COc2ccccc2O1 (stereo not given)	-10	-5	1	15	-11	2	16	3	3
CCOC(=O)N1CCN(c2c(NCCN(C)Cc3ccccc3)c(=O)c2=O)CC1	4	1	2	-11	-1	-4	11	1	5
COc1cccc2cc(C(=O)Nc3cccnc3N3CCOCC3)c(=O)oc12	/	/	0	-2	12	0	7	3	-2
CCOCCCNC(=O)C(c1ccccc1)N(Cc1ccc2c(c1)OCO2)C(=O)CNC(C)=O (stereo not given)	/	/	0	-6	-5	-1	6	-8	5
Cc1ccc2c(c1)-c1c(cnn1CC(=O)O)CO2	-9	4	-5	0	8	6	27	-10	6
O=C(COc1ccc(Cl)cc1Cl)NCc1ccncc1	1	6	1	5	8	-5	19	10	9
CCN1CCN(C(c2cc3cccc(C)c3[nH]c2=O)c2nnnn2Cc2ccccc2)CC1 (stereo not given)	-1	-2	6	-11	1	1	13	-13	11
Cc1ccc(CNC(=O)CSc2nc3ccccc3c(=O)n2CCCO)cc1	-9	2	0	5	-2	7	13	12	8
N#CC1=C(N)NC(SCC(=O)O)=C(C#N)C12CCCC2	3	2	3	11	6	1	-6	0	10

Compound activity (PubChem)
